GSK3beta inhib: human GSK3beta kinase inhibitors, primary screen, biochemical, cell-free homogeneous, HTS; Glycogen synthase kinase-3 beta (Homo sapiens), P49841; GST-GSK3beta kinase, ADP-Glo luminescence, 60 min; stronger effect = lower value; activity score (negative = inhibition), % at 10 µM; 300,000 tested, 0.038% active; AID 2097, 2009;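 active = more than half of replicate wells score below -50%, meaning over 50% inhibition versus plate controls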;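 also: 0% = median DMSO wells and -100% = median GW8510 positive control wells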
Target sequence (P49841 whole entry, looked up): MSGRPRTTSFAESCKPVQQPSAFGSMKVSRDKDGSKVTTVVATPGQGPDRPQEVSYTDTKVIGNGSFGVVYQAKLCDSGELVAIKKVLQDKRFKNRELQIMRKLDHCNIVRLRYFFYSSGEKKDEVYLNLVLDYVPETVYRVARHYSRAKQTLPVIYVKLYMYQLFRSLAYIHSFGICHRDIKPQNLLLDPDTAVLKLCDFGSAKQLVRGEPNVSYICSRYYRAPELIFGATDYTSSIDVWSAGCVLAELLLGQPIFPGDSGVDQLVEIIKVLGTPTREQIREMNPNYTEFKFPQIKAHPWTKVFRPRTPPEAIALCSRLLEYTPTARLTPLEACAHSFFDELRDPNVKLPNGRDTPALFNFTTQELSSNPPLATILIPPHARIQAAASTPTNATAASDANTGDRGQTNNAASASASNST
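Assay system: GST-fused GSK3beta enzyme, cell-free / Medium: Tris pH 7.5 buffer with MgCl2, DTT, BSA, heparin / Also added: peptide substrate plus 25 µM ATP (final) / Compound: 10 µM single point / Timing: kinase reaction with compound 60 min at room temperature / Detection: ADP-Glo luminescence / Benchmarks: DMSO neutral wells and GW8510 at 20 µM as positive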
aSyn UTR inh: MLPCN primary screen, SNCA 5' untranslated region. 300,000 tested, 0.82% active. AID 1813, 2009. inhibition, % (tested at 7.5 µM). alpha-synuclein 5'UTR reporter, inhibitor activity; in the data active = inhibition above about 60%;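 also: H4 neuroglioblastoma cells stably carrying SNCA 5'UTR luciferase fusion; 0% = DMSO wells and 100% = positive control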
HSP90 inh: HSP90 inhibitors, primary screen, cell lysate, luminescence. Rabbit reticulocyte lysate, luciferase refolding luminescence, 3 h. inhibition, % at 5.6 µM. 290,000 tested, 0.91% active. AID 1789, 2009;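 active = inhibition above the screen-wide mean plus 3 SD, computed separately per campaign, cut at about 16% in these data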;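 also: 0% = DMSO wells and 100% = 60 µM geldanamycin wells; inhibitors lower the luminescence because luciferase stays unfolded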
DYRK1A inh: rat Dyrk1A kinase inhibitors, primary screen, biochemical, single point, plate reader. inhibition, % at 12.5 µM. AID 504441, 2011. 310,000 tested, 0.43% active. ADP-Glo luminescence, NFATc1 peptide; in the data active = inhibition above about 50%;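 also: plate controls were vehicle with enzyme for no effect and no enzyme for full effect; many of its hits are not listed in these tables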
IEC-6 tox: cytotoxicity in IEC-6 intestinal epithelial cells, primary screen, cytotoxicity control for KLF5 inhibitor project, cell-based, luminescence. inhibition, % at 5 µM. 290,000 tested, 0.78% active. IEC-6 cytotoxicity, luminescence viability; in the data active = inhibition above about 22%;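 also: 0% = plate median of test compound wells and 100% = cytotoxic reference compound wells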
HSF1 inh: HSF1 inhibitors in luciferase reporter cells, primary screen, cell-based, NIH3T3, luminescence; activity change, negative = inhibition, % at 7.5 µM (by protocol); NIH3T3-HGL HSE-luciferase, MG132-induced, luminescence 8 h; stronger effect = lower value; 300,000 tested, 0.77% active;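 active = more than half of replicate wells show activity change below -50%, luminescence cut by over half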;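 also: luciferase reports HSF-1 transcriptional activity via heat shock element; 0% = median of DMSO wells and -100% = zero luminescence signal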
HSF1 activator: HSF-1 activators, primary screen, NIH3T3-HGL cells, MG132 stress, luminescence, single point; NIH3T3-HGL HSF-1 luciferase reporter, 8 h; 100% = twice DMSO control signal; activation, % at 9 µM; 300,000 tested, 1.7% active; AID 504408, 2011;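 active = mean replicate activation of at least 50% with a set share of replicates each reaching 50%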;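 also: 0% = median of the neutral control wells and 100% = twice that signal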
Platelet DG rel: inhibitors of platelet dense granule secretion, primary screen, cell-based, MLPCN, human platelets. human platelet-rich plasma, SFLLRN dense granule ATP release, luminescence. inhibition, %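 (compounds screened at 7.5 µM in platelet-rich plasma)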. 300,000 tested, 0.22% active;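 active = mean replicate score, as percent of positive control, at or above 50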
GSK3 alpha inh: blockers of GSK3A enzyme activity – biochemical, luminescence, cell-free homogeneous, HTS, primary screen | Glycogen synthase kinase-3 alpha (Homo sapiens), P49840 | GSK-3 alpha kinase, ADP-Glo luminescence, 60 min | inhibition, % at 10 µM | 320,000 tested, 0.1% active;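 in the data active = inhibition above about 50%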;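 also: GST-tagged GSK-3 alpha with peptide substrate and 25 µM ATP; 0% = DMSO neutral wells and 100% = GW8510 positive control wells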
Target sequence (P49840 whole entry, looked up): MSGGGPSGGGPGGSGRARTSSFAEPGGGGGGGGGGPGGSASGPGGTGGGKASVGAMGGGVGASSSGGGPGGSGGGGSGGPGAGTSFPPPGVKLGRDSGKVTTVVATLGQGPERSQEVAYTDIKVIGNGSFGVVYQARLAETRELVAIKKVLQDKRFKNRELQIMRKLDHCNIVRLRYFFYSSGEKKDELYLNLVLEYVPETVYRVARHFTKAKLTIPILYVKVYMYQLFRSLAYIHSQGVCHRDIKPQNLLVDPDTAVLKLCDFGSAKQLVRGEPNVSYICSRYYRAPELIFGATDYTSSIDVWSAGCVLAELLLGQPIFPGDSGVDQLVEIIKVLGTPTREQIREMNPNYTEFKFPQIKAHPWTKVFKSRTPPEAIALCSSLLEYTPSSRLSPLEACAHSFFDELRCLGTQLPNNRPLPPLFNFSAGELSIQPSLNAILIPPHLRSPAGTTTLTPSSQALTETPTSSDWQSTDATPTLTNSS
KLF5 inh: KLF5 expression inhibitors, primary screen, DLD-1 cells, luminescence; DLD-1 KLF5 promoter-luciferase reporter; inhibition, % at 5 µM; 290,000 tested, 0.23% active; AID 1700, 2009;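 active = inhibition above a per-plate limit of that plate's mean compound inhibition plus 3 SD, cut at about 60% in these data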;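 also: 0% = DMSO wells and 100% = LY294002 at 200 µM; higher means less KLF5 promoter-driven luciferase light; inactives centre near -14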
Numbers without * were called inactive; x = no result given. This is a subset; count on the stated rates, not on these rows.

compound	HSP90 inh	DYRK1A inh	HSF1 activator	IEC-6 tox	HSF1 inh	Platelet DG rel	GSK3beta inhib	aSyn UTR inh	GSK3 alpha inh	KLF5 inh
COc1ccc(CCNC(=O)C2CC(=O)N(c3ccc(C)cc3)C2)cc1OC (stereo not drawn)	-1	-3	8	0	-1	-15	0	-2	-1	0
Cc1cc(NC(=O)Nc2ccc(Cl)cc2)n(C(C)(C)C)n1	2	3	4	0	5	-1	-3	9	0	-19
Cc1ccc(C2CC(=O)C(C=NCCN3CCN(C(=S)Nc4ccccc4)CC3)=C(O)C2)cc1 (stereo not drawn)	-4	-1	7	-4	-2	0	3	-5	x	-21
COc1cc(OC)c(OC)cc1/C=C1\CCC/C(=C\c2cc(OC)c(OC)cc2OC)C1=O	-3	-2	21	3	10	25	0	-29	x	18
O=C(O)/C(=C\c1ccccc1)c1ccccc1	1	-6	-7	1	1	-3	-2	-23	4	-4
CCN(CC)S(=O)(=O)c1ccc(C(=O)Nc2ncn(Cc3ccccc3)n2)cc1	-2	x	5	0	-8	-3	-6	4	-4	-1
COc1ccccc1NC(=O)CSc1ncn(-c2ccccc2)n1	-1	3	-16	13	-1	-3	-1	-16	-1	-15
O=C(Nc1nnc(S(=O)(=O)N2CCOCC2)s1)c1ccccc1Cl	-3	0	11	7	-3	6	0	2	-2	-2
COc1cc(OC)cc(C(=O)NNC(=O)C2CCCC2)c1	2	-4	7	4	-1	-6	2	1	-2	-22
Fc1ccc(-c2cc(C(F)(F)F)nc(N3CCCCC3)n2)cc1	0	-4	-4	3	-8	1	0	6	x	-45
CCN(CC(=O)Nc1ccc(NC(C)=O)cc1)CC(=O)Nc1ccc(Cl)c(Cl)c1	4	-3	-15	7	-5	5	2	-6	-1	-10
Cc1c(C)c2c(OCC(=O)NCc3ccccn3)cc3c(c2oc1=O)CCC(C)(C)O3	-4	-2	2	8	-3	3	5	23	1	-32
O=C(Nc1nc(-c2ccccc2)cs1)c1ccc(Br)o1	5	13	29	2	16	-2	1	-79	8	-41
COCCNC(=O)Cn1cc(C(=S)N2CCOCC2)c2ccccc21	-1	-4	6	-2	-3	4	3	22	6	-1
Cc1ccc(OCC(=O)NC2CCS(=O)(=O)C2)c([N+](=O)[O-])n1 (stereo not drawn)	x	0	-13	x	-2	-3	3	-11	-3	x
CC(C)(C)c1ccc(NC(=O)CSc2nnc(-c3n[nH]c4ccccc34)o2)cc1	1	-3	14	-6	0	-2	-2	-129	2	-17
COc1ccc(/C=N/Nc2nc(C)cc(=O)[nH]2)cc1OC	3	-2	-54	7	-42	8	-1	-6	2	-15
CCN(CC)S(=O)(=O)c1cccc(NC(=O)CCNC(=O)c2ccccc2Cl)c1	1	2	-18	4	5	0	-1	5	2	-1
CC(C)n1cnc2cc(NC(=O)c3ccco3)ccc21	3	0	7	1	13	-51	1	-71	2	-104
CCn1c(SCC(=O)c2cc(C)n(CC3CCCO3)c2C)nc2ccccc21 (stereo not drawn)	4	-5	7	0	-13	-15	-1	-119	-1	-10
O=S(=O)(c1ccccc1)N(Cc1cccc(F)c1)c1ccccc1	0	-4	6	9	4	-3	2	15	1	-2
Cc1ccccc1C(=O)Nc1ccnn1C1CCN(Cc2cccnc2)CC1	2	1	-3	3	2	-3	-1	4	1	-23
COCn1c(-c2ccc(OC)c(OC)c2)nc2ccccc21	-4	-5	11	-6	21	-4	-7	-106	-1	-64
COc1ccc(C2(C(=O)Nc3ccc(S(=O)(=O)Nc4nc(C)cc(C)n4)cc3)CCCC2)cc1OC	4	-3	-7	3	1	8	1	26	2	6
CCc1ccccc1N1CSC2=C(C#N)C(c3ccccc3F)CC(=O)N2C1 (stereo not drawn)	-3	-7	4	2	10	-6	-6	-3	17	-23
O=C1c2ccccc2NC(c2ccc(F)cc2)N1Cc1ccco1 (stereo not drawn)	3	3	-11	3	4	-5	0	1	-2	-5
O=C(NNC(=O)c1c(O)c2ccccc2[nH]c1=O)c1ccccc1	-1	x	8	-1	1	5	0	-32	-2	-19
COc1ccc(C)cc1-n1nnnc1SCc1csc(C)n1	0	-1	-13	-1	-3	-1	-2	-19	-1	1
COc1ccc(S(=O)(=O)NC(C)C(=O)N2CCCC2)cc1Cl (stereo not drawn)	2	-3	3	-1	2	4	3	5	-2	-6
CSc1ccccc1NC(=S)NCc1ccc(Cl)cc1	7	2	64*	-2	39	2	-3	-110	2	-52

Retrieved by structure from the list above:
compound	HSP90 inh	DYRK1A inh	HSF1 activator	IEC-6 tox	HSF1 inh	Platelet DG rel	GSK3beta inhib	aSyn UTR inh	GSK3 alpha inh	KLF5 inh
COc1ccc(/C=N/Nc2nc(C)cc(=O)[nH]2)cc1OC	3	-2	-54	7	-42	8	-1	-6	2	-15
COc1ccc(C2(C(=O)Nc3ccc(S(=O)(=O)Nc4nc(C)cc(C)n4)cc3)CCCC2)cc1OC	4	-3	-7	3	1	8	1	26	2	6

Later entries.
compound	HSP90 inh	DYRK1A inh	HSF1 activator	IEC-6 tox	HSF1 inh	Platelet DG rel	GSK3beta inhib	aSyn UTR inh	GSK3 alpha inh	KLF5 inh
Cc1ccc(CNC(=O)CNC(=O)[C@@H]2Cc3ccccc3CN2)cc1	-2	-1	-3	10	-5	6	2	-7	0	-11
CC(C)(C)c1cc(NCc2ccccn2)n2ncc(-c3ccccc3)c2n1	2	0	x	2	x	x	-1	x	-1	-16
O=C(CN1C(=O)NC2(CCCC2)C1=O)Nc1ccccc1	-3	1	-3	-5	-11	-3	2	-1	-3	-14
O=C(NCc1ccncc1)C(=O)NCC(c1ccccc1)c1ccccc1	-1	x	11	-1	-3	5	-1	-14	-1	-41
C/C(=N\NC(=O)c1cccc(N/N=C(\C)c2ccco2)c1)c1ccco1	5	4	30	-4	12	4	1	-81	x	-11
COc1cc(-c2nc(C(=O)NC3CCN(Cc4ccccc4)CC3)cc3c2[nH]c2ccccc23)cc(OC)c1OC	4	2	-8	22	1	-2	1	-17	-2	-24
O=C(Nc1nn[nH]n1)c1ccc(S(=O)(=O)N2CCCCC2)cc1	2	-2	-51	-2	-37	13	5	7	-3	2
O=C(Cc1c(Cl)cccc1Cl)OCC(=O)N1CCc2ccccc2C1	1	-7	17	-6	8	1	6	-10	1	-23
Cn1cnnc1SCc1ccc(C#N)cc1	0	3	30	-3	2	-12	0	5	-2	-14
Cc1ccc(S(=O)(=O)Nc2c(C)nc3nc(C)[nH]n3c2=O)c(C)c1	-5	1	-6	-1	-7	3	x	-6	-3	-21
O=C1C2CC=C(Cl)CC2C(=O)N1c1ncn[nH]1 (stereo not drawn)	-1	0	-1	-2	-7	14	2	-9	1	-11
CC/C(=N\NC(=O)c1nnn(-c2nonc2N)c1-c1cccs1)c1ccccc1	-2	-4	-5	4	-2	10	-4	-3	2	-1
Cc1c(Cc2ccccc2)c(=O)oc2cc(OCC(=O)NCc3ccccn3)ccc12	-1	1	11	12	3	3	-3	-6	-1	-6
Cc1onc(-c2ccccc2)c1C(=O)N/N=C/c1cc(Br)c(O)c(Br)c1	-3	-7	18	2	16	4	1	1	x	-14
Cc1ccc(S(=O)(=O)Nc2cccc(/C=C/C(=O)O)c2)cc1	-2	6	-1	-2	3	2	0	8	x	4
CC(=O)Nc1ccc(Nc2nc(-c3sc(C)nc3C)cs2)cc1	-2	24	-7	2	-2	1	-2	-77	0	-42
O=C(O)c1ccccc1NCc1ccco1	2	-3	31	-2	0	-5	4	-5	-3	-22
CCN(CC)CCNC(=O)Cn1cnc2sc(C)c(S(=O)(=O)N3CC(C)CC(C)C3)c2c1=O (stereo not drawn)	8	-2	1	1	-6	3	-1	-11	0	-9
CCCC(=O)OCCn1c(Br)nc2c1c(=O)[nH]c(=O)n2C	-2	-4	2	-7	-9	1	-2	-5	5	-21
COc1ccc(OC)c(-n2c(CN3CCC(C(N)=O)CC3)nc3ccccc3c2=O)c1	1	-4	-2	4	1	14	3	4	-1	-9
Cc1ccc(NC(=O)CCS(=O)(=O)c2cccc3nonc23)c(Cl)c1	0	-6	8	2	-1	-18	-1	-24	-2	-16
CCOC(=O)C(=CNc1cc(Cl)c(-c2ccco2)c(Cl)c1)C(=O)OCC	3	-4	44	0	4	5	2	24	2	-8
COc1ccccc1Nc1nc(N)nc(CSC(=S)N2CCCCC2)n1	-3	5	-14	0	6	4	2	-46	-2	-43
CCN(CC)C(=O)C1CCN(C(=O)c2oc3ccc(C)cc3c2C)CC1	2	0	9	-5	5	-5	0	-17	-2	-36
Clc1cccc(-c2nc(NCc3cccnc3)c3ccccc3n2)c1	0	2	44	-5	2	4	2	-15	1	-35
COc1cc(/C=C2\SC(=S)N(NC(C)=O)C2=O)ccc1OC(=O)c1ccco1	x	3	-3	x	-3	x	x	x	-2	x
CCc1cccc(NC(=O)Cn2cccc2)c1	4	-16	-1	-1	0	1	-3	-9	-1	-7
